Compound activity (PubChem)
GDH-TPI counter – GDH-TPI coupled enzyme inhibition counter-screen; GDH-TPI coupled enzyme counterscreen, NADH absorbance; inhibition, % at 4.8 µM; 360,000 compounds, 1.2% hits;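 note: 0% = DMSO wells and 100% = wells lacking the enzyme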
FadD28 binding – blocks FadD28 binding to the bisubstrate probe. inhibition, % at 12.5 µM. 360,000 compounds, 0.22% hits. fluorescence polarization; in the data active = inhibition above about 8.5%, passing the limit was not always enough; inconclusive = no clear call, values can overlap the other calls
UGM FP inh – Mtb UDP-galactopyranose mutase inhibition; inhibition, % at 10 µM; purified UGM, fluorescence polarization probe displacement; 320,000 compounds, 0.06% hits; P9WIQ1; in the data active = inhibition above about 10%, passing the limit was not always enough; inconclusive = no clear call, values can overlap the other calls
Target sequence (P9WIQ1 whole entry, looked up): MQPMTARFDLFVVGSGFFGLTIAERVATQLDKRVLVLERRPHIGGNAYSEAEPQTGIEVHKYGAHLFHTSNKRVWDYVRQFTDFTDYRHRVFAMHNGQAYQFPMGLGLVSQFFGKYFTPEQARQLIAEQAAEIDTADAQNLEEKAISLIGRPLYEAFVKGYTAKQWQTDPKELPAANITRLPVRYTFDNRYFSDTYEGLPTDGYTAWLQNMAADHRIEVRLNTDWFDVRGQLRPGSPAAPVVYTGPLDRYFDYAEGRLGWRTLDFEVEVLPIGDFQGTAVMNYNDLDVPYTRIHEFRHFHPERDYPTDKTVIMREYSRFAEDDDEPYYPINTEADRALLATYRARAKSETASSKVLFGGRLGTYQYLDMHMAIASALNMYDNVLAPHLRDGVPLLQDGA
PrPC surface inh – reduces human prion protein on the cell surface; P04156; cell surface PrPC, TR-FRET read-out; inhibition, % at 13.8 µM; 370,000 compounds, 0.43% hits; AID 720596; in the data active = inhibition above about 24%; note: 0% = median of the test wells and 100% = reference compound wells
BoNT-F LC inh – blocks Botulinum neurotoxin F light chain protease; 360,000 compounds, 0.22% hits; inhibition, % at 10 µM; Multiplex microsphere protease cleavage assay, flow cytometry; in the data active = inhibition above about 35%, passing the limit was not always enough; inconclusive = no clear call, values can overlap the other calls; note: plate controls were buffer without enzyme for full effect and enzyme alone for no effect
CCHFV vOTU inh – CCHFV vOTU protease inhibition; Pep-AMC fluorescence; inhibition, % at 11.5 µM; 370,000 compounds, 0.55% hits; AID 651958; note: 0% = vehicle wells with enzyme and 100% = no enzyme wells
BoNT A protease – inhibitors of Botulinum neurotoxin A light chain protease. multiplex microsphere protease substrate cleavage, flow cytometry. inhibition, % at 10 µM. 360,000 compounds, 0.17% hits. AID 588499; in the data active = inhibition above about 30%; inconclusive = no clear call, values can overlap the other calls; note: plate controls were buffer without enzyme for full effect and enzyme alone for no effect
Mtb BioA inh – inhibitors of Mycobacterium tuberculosis BioA enzyme. purified M. tuberculosis BioA enzyme, plate reader. inhibition, % at 9.99 µM. 360,000 compounds, 0.096% hits. AID 602481; in the data active = inhibition above about 40%; inconclusive = no clear call, values can overlap the other calls
Mtb FBA inh – inhibitors of M. tuberculosis fructose-bisphosphate aldolase. 360,000 compounds, 2.3% hits. inhibition, % at 1 µM. purified M. tuberculosis FBA, fluorescence read-out; in the data active = inhibition above about 27%;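 note: 0% = vehicle and 100% = reference inhibitor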
Target sequence (P9WQA3 whole entry, looked up): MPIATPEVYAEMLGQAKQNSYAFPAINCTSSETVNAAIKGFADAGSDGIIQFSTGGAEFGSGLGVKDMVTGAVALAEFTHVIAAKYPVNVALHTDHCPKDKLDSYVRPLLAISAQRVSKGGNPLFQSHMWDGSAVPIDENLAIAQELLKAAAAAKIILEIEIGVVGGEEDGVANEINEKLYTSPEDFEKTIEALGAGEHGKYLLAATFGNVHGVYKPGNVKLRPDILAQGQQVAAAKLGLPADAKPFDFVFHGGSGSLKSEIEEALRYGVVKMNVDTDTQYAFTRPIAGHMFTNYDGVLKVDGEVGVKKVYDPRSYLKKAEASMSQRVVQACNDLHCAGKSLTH
The depositor's hits bear a star; ? = inconclusive; / = not tested or not shown. Cut-off read from the data, not from the text of the source, unless noted: active = inhibition above about 30%; inactive = the rest.

| mol | GDH-TPI counter | FadD28 binding | UGM FP inh | PrPC surface inh | BoNT-F LC inh | CCHFV vOTU inh | BoNT A protease | Mtb BioA inh | Mtb FBA inh |
| --- | --- | --- | --- | --- | --- | --- | --- | --- | --- |
| O=c1[nH]c2ccccc2n2c(=S)[nH]nc12 | 7 | -4.5 | 4.9 | 5 | -5 | -5 | 0.2 | / | -1 |
| O=C(/C=C/c1ccccc1)Nc1sc2c(c1C(=O)O)CCC2 | 29 | 4.3 | 4.1 | -15 | 3 | 14 | 0.0 | -1.0 | -2 |
| Cc1c(N)cc(C(=O)N2CCOCC2)cc1[N+](=O)[O-] | -13 | -2.2 | 0.5 | 0 | 6 | -13 | -0.1 | 0.2 | -3 |
| CCN(CC)CC(C)CNC(=O)CN1C(=O)CSc2ccc(S(=O)(=O)N3CCOCC3)cc21 (stereo not drawn) | 0 | -5.4 | -0.6 | -26 | 8 | -4 | -0.1 | -0.4 | -4 |
| CSc1ccc(-c2nc(CN(C)C3CCOC3)c(C)o2)cc1 (stereo not drawn) | 4 | / | 1.0 | -5 | -6 | 6 | -0.6 | 2.3 | 3 |
| CCCCN(C)CCCNC(=O)CCn1nc(-c2ccccc2)ccc1=O | 3 | -4.9 | 2.6 | 2 | -8 | -9 | -0.1 | / | 2 |
| Cc1ccc(S(=O)(=O)N2CCN(C(=O)C3CCN(c4ncnc5sc(C)c(C)c45)CC3)CC2)c(C)c1 | 5 | -2.6 | / | -6 | -12 | 18 | -0.8 | 1.2 | -1 |
| COc1ccc(/C=N/NC(=O)c2nc(-c3ccccc3)n(-c3ccccc3)n2)cc1OC | 37* | 0.0 | 1.1 | -8 | 6 | 18 | 1.5 | -0.4 | 2 |
| Cc1ccc2c(c1)C(=O)C(=O)N2CC(=O)OC(C)C | 12 | -0.2 | 1.2 | -6 | -8 | 4 | 0.3 | / | 3 |
| COc1cc(CNCCc2c[nH]c3ccccc23)ccc1OCc1ccc(F)cc1 | 10 | -13 | 1.1 | -11 | -6 | 13 | 0.2 | 8.5 | 1 |
| Cc1cc(N2C(=O)C=CC2=O)c([N+](=O)[O-])cc1C | 1 | -0.8 | 0.0 | / | 9 | / | 0.9 | -1.0 | 2 |
| COC(=O)c1ccc(NC(=O)C(=O)N2CCN(C(=S)Nc3cccc(OC)c3)CC2)cc1 | -10 | -0.8 | 1.6 | -2 | -3 | 14 | -0.5 | 0.5 | 1 |
| N#Cc1nc(-c2ccc(OCc3ccccc3)cc2)oc1NCCCN1CCOCC1 | 4 | -2.0 | 0.1 | 8 | -8 | -31 | -0.4 | 0.7 | 93* |
| O=C(c1cccc(Br)c1)N1CCCC1 | -1 | -2.8 | -0.7 | -3 | 1 | -11 | ? | -0.1 | -1 |
| Cc1c(Cl)cccc1NC(=O)CN1CCN(CCN=CC2=C(O)CC(c3ccccc3)CC2=O)CC1 (stereo not drawn) | 4 | 0.2 | -3.1 | 1 | 4 | -11 | 0.7 | / | 2 |
| O=C(O)CCN=CC1=C(O)CC(c2ccccc2)CC1=O (stereo not drawn) | -1 | 1.0 | -0.1 | -4 | -3 | 6 | 0.2 | -1.8 | 1 |
| O=C(CN1c2cccc3cccc(c23)S1(=O)=O)N1CCN(c2ccc(F)cc2)CC1 | 0 | -3.6 | -2.7 | -10 | 4 | 1 | 2.0 | / | 3 |
| CCN1CCN(S(=O)(=O)c2ccc(Cl)c(C(=O)N(C)Cc3ccccc3)c2)CC1 | 7 | -0.1 | -0.1 | -7 | -9 | -3 | -0.1 | 0.7 | 3 |
| COCCC(=O)N1CCCC(C(=O)c2ccc(C(F)(F)F)cc2)C1 (stereo not drawn) | 6 | -1.7 | -2.3 | 11 | 11 | 8 | -3.2 | -0.6 | 1 |
| Cc1ccc(NC(=O)Nc2ccc(Cl)c(Cl)c2)nc1 | 8 | / | -1.3 | -2 | -15 | 9 | 2.2 | 0.7 | 2 |
| Cc1nc(SCC(=O)NC2CCS(=O)(=O)C2)c2c3c(sc2n1)CCCC3 (stereo not drawn) | -2 | -3.5 | / | 0 | 3 | 1 | 2.1 | -3.2 | -1 |
| Cc1ccccc1NC(=O)CSc1nc(-c2ccccc2)cc(=O)[nH]1 | 14 | -2.2 | -0.8 | 2 | 2 | -11 | -3.5 | -1.2 | 1 |
| O=C(CSc1ncn[nH]1)N(C1CCCCC1)C1CCCCC1 | -7 | -4.8 | -0.2 | 2 | -3 | 4 | -1.2 | 0.4 | 0 |
| CC(C)CC(NC(=O)CNC(=O)C1O[C@@H]2OC(C)(C)O[C@@H]2[C@H]2OC(C)(C)O[C@@H]12)C(=O)O (stereo partly drawn) | 3 | -4.1 | -1.9 | -2 | 2 | 0 | -0.2 | -4.5 | 1 |
| CC(C)CCn1cnc2c1c(=O)[nH]c(=O)n2Cc1ccccc1 | 10 | -1.1 | 1.6 | 8 | -3 | -3 | 0.1 | -0.4 | 0 |

Random excerpt: two entries already listed.
| mol | GDH-TPI counter | FadD28 binding | UGM FP inh | PrPC surface inh | BoNT-F LC inh | CCHFV vOTU inh | BoNT A protease | Mtb BioA inh | Mtb FBA inh |
| --- | --- | --- | --- | --- | --- | --- | --- | --- | --- |
| Cc1nc(SCC(=O)NC2CCS(=O)(=O)C2)c2c3c(sc2n1)CCCC3 (stereo not drawn) | -2 | -3.5 | / | 0 | 3 | 1 | 2.1 | -3.2 | -1 |
| N#Cc1nc(-c2ccc(OCc3ccccc3)cc2)oc1NCCCN1CCOCC1 | 4 | -2.0 | 0.1 | 8 | -8 | -31 | -0.4 | 0.7 | 93* |

Back to the main list with the 2 entries that preceded the break.
| mol | GDH-TPI counter | FadD28 binding | UGM FP inh | PrPC surface inh | BoNT-F LC inh | CCHFV vOTU inh | BoNT A protease | Mtb BioA inh | Mtb FBA inh |
| --- | --- | --- | --- | --- | --- | --- | --- | --- | --- |
| CC(C)CC(NC(=O)CNC(=O)C1O[C@@H]2OC(C)(C)O[C@@H]2[C@H]2OC(C)(C)O[C@@H]12)C(=O)O (stereo partly drawn) | 3 | -4.1 | -1.9 | -2 | 2 | 0 | -0.2 | -4.5 | 1 |
| CC(C)CCn1cnc2c1c(=O)[nH]c(=O)n2Cc1ccccc1 | 10 | -1.1 | 1.6 | 8 | -3 | -3 | 0.1 | -0.4 | 0 |
| O=C(COC(=O)c1ccccc1-n1cnnn1)c1ccccc1 | -5 | -5.2 | -0.5 | 9 | 5 | -4 | 1.5 | -4.3 | -2 |
| CC(=O)N1c2ccc(S(=O)(=O)NCCC(=O)NCc3ccc(Cl)cc3)cc2CC1C (stereo not drawn) | -7 | -2.4 | 1.2 | 7 | -8 | 6 | -1.2 | -0.2 | -1 |
| CCCN1CCC(=NNc2ccc(S(N)(=O)=O)cc2[N+](=O)[O-])CC1 | 1 | -2.9 | 1.5 | -17 | -4 | -1 | -0.2 | 3.8 | -7 |
| O=C(CN1CCCCCC1)NC(c1ccccc1)c1ccccc1 | 6 | -0.9 | 0.7 | -7 | 14 | -5 | 4.7 | 1.4 | 3 |
| CCn1nc(C)c(CN2CCc3c([nH]c4ccccc34)C2C(C)(C)C)c1C (stereo not drawn) | 3 | -0.8 | 0.4 | -1 | 1 | -8 | -2.0 | / | 2 |
| CC(=O)c1ccc(S(=O)(=O)NC2CCSc3ccccc32)cc1 (stereo not drawn) | -13 | -4.4 | -1.1 | 5 | -20 | 0 | -1.5 | 0.1 | 0 |
| COc1ccc(COc2cc(-c3cccc(OC)c3)nc3ccc(N)cc23)cc1 | 4 | -0.2 | -1.4 | -8 | -10 | -1 | 0.2 | -1.5 | 54* |
| O=C(CN(C(=O)CNC(=O)c1cccs1)c1ccccc1F)NC1CCCC1 | -13 | -3.1 | -0.4 | -2 | 2 | 5 | -0.3 | 1.8 | -2 |
| Clc1ccc(CN2CCN(/N=C/c3ccco3)CC2)cc1 | 10 | -3.5 | 0.7 | -4 | 32 | -1 | 5.5 | 0.1 | 2 |
| CCC(C)C(NC(=O)c1ccc(Cl)cc1)C(=O)Nc1cccnc1 (stereo not drawn) | 3 | -1.4 | -0.1 | 14 | -5 | -15 | -0.1 | 1.1 | 4 |
| CCCCn1nc2cc(C(=O)NCc3ccc4c(c3)OCO4)ccc2c1OCC | -1 | 1.6 | -3.7 | 2 | -3 | -22 | -0.7 | -1.1 | 34* |
| O=c1[nH]c(O)c(C=Nc2ccccc2Sc2ccccc2)c(=O)[nH]1 | 24 | -3.0 | -2.7 | 4 | -12 | 9 | -0.3 | / | 2 |
| COc1cccc(NC(=O)CSc2nnc(C3CCCCC3)n2N)c1 | -4 | -2.4 | -0.1 | 7 | -7 | 5 | 2.3 | -1.5 | -1 |
| CC(C)N(CC#CCC(O)(c1ccccc1)c1ccccc1)CCO | 6 | -2.3 | / | 1 | -4 | 3 | -0.4 | / | 3 |
| Cn1ncc(N=Cc2ccc([N+](=O)[O-])cc2)c1C(=O)Nc1ccccc1 | 0 | 0.0 | -0.5 | 2 | -2 | 6 | 0.2 | / | 3 |
| NC(=O)c1ccccc1NC(=O)CC12CC3CC(CC(C3)C1)C2 | 2 | -0.6 | 1.0 | -5 | ? | 0 | -5.8 | 0.4 | -1 |
| Cc1ccc(C(=O)N(CC(=O)Nc2ccc(Cl)c(Cl)c2)Cc2ccco2)cc1 | 13 | -0.1 | 1.7 | 5 | 3 | -19 | 0.0 | -1.2 | -1 |
| CN(C)c1nc(NCc2ccccc2)nc(Oc2ccc(=O)[nH]n2)n1 | -11 | -2.9 | -4.3 | -1 | 0 | -3 | 0.2 | 0.2 | -2 |
| CC(OCC(O)CN(C)CCOc1ccccc1)c1ccc(Cl)cc1 (stereo not drawn) | 10 | -3.1 | -0.1 | -5 | -2 | -10 | -0.4 | 1.0 | 0 |
| CC1(C)CC2CC(C)(CN2S(=O)(=O)c2cccc(N)c2)C1 (stereo not drawn) | -3 | -0.5 | 1.0 | -1 | -1 | 16 | -0.8 | -1.9 | -2 |
| O=C(O)c1cc2c(cn1)[nH]c1ccccc12 | -1 | -5.3 | 0.0 | 5 | 7 | -28 | -7.6 | 0.7 | 26 |
| CCOC(=O)c1nc(Nc2ccc(C(=O)OC)cc2)c2ccccc2n1 | 33* | -1.4 | 3.8 | -1 | -10 | 5 | -0.6 | -3.8 | -1 |
| Brc1ccc(-c2ncc3ccccn23)cc1 | -13 | 0.9 | 0.8 | -1 | -2 | 2 | 1.7 | 1.3 | 5 |
| CN(CCc1ccccn1)C(=O)c1nn2c(C(F)(F)F)cc(-c3ccco3)nc2c1Cl | 22 | -0.1 | -2.7 | -11 | 4 | 8 | 0.0 | 1.8 | 1 |
| Cc1cc(F)ccc1-c1cc(C(=O)Nc2ccccc2)[nH]n1 | -3 | -4.4 | / | 2 | 1 | 6 | 0.4 | -1.4 | -2 |
| O=C(NCCc1ccncc1)c1ccc2nc(Cc3cccc(Cl)c3)oc2c1 | -1 | -5.2 | -0.3 | -4 | -1 | 14 | 0.6 | 0.9 | -1 |
| CC(OC(=O)c1ccc(F)c(S(=O)(=O)N2CCOCC2)c1)C(=O)NC1CCCC1 (stereo not drawn) | 3 | -0.3 | / | 7 | -3 | 15 | -1.9 | / | 4 |
| COc1ccccc1N1CCN(C(=O)Cn2c(=O)oc3cc(S(=O)(=O)N4CCCC4)ccc32)CC1 | -2 | -0.2 | -0.1 | 1 | -7 | -2 | -0.7 | 0.0 | -1 |
| Cc1ccc(C(C(=O)NC2CCCCC2)N(Cc2ccco2)C(=O)Cn2cnc3ccccc32)cc1 (stereo not drawn) | 7 | -0.9 | 2.1 | 0 | 22 | 23 | 0.0 | -0.7 | 2 |
| Cc1cccc(C(=O)N2CCC(=O)N(C(COCc3cccc(C(F)(F)F)c3)Cc3ccccc3)CC2)c1 (stereo not drawn) | -4 | -2.4 | 3.1 | 4 | -1 | 11 | -0.9 | -0.9 | -1 |
| Cn1c(N2CCN(C(=O)Nc3ccc(F)cc3)CC2)nc2ccccc21 | 9 | -1.7 | 0.6 | 3 | 10 | -7 | -0.4 | / | 0 |
| CC(C)(C)c1ccc(NS(=O)(=O)c2ccc(N)cc2)cc1 | 13 | 0.8 | -1.6 | 4 | -4 | 4 | -5.2 | 1.8 | 9 |
| O=C(Cc1ccc(Cl)cc1)NCCc1c[nH]c2ccccc12 | -2 | -5.0 | -1.3 | 4 | ? | -14 | 0.0 | -0.7 | 1 |
| CCOC(=O)C1CCN(/C=C2/C(=O)NC(=S)N(c3ccccc3F)C2=O)CC1 | -4 | -1.4 | 0.3 | -4 | 0 | 3 | 0.4 | -0.7 | 3 |
| N#C/C(=C/N1CCOCC1)c1ccccc1 | 16 | -0.4 | -0.9 | -11 | 8 | 10 | 0.1 | 0.4 | 1 |
